# Screening results (PubChem BioAssay)
# PV pol inh = poliovirus RdRp elongation inhibitors, primary screen, biochemical, fluorescence polarization, total intensity; Genome polyprotein (Poliovirus type 1 (strain Mahoney)), P03300; poliovirus polymerase elongation; stronger effect = lower value; % elongation, % (compound at 16.7 µg/mL); 150,000 tested, 0.66% active; AID 588519, 2011; in the data active means % elongation below about 90%; further: some results filed as inactive read as strong as hits
# Target sequence (P03300 1749-2209 limits assumed): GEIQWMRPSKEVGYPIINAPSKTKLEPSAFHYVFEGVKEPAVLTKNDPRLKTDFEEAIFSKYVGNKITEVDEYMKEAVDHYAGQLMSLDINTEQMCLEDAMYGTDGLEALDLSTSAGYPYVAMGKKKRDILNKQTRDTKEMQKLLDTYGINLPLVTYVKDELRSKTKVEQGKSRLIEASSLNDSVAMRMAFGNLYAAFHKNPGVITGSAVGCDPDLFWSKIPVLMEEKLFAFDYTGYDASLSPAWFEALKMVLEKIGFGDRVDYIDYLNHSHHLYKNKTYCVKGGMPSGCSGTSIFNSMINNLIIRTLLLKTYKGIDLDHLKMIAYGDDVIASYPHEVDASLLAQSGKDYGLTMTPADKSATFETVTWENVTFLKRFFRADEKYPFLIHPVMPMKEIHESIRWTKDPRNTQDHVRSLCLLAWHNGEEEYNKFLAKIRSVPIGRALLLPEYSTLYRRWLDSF
# PV pol inh FP z-score = also measured in PV pol inh; calls as there; z-score; measured here: FP z-score; hits read low
# The depositor's hits bear a star; & = joins results of further samples.
# Sequence of screens – PV pol inh | PV pol inh FP z-score
O=C(O)c1cc(N=Cc2ccc(N3CCCC3)c(F)c2)ccc1O
  99 | -0.4
CCOC(=O)C1CCN(/C=C2\C(=O)NC(=S)N(CC)C2=O)CC1
  97 | -1.4
CCOc1cc(C(=O)OCC(=O)c2c(C)[nH]c3ccccc23)ccc1OCC(=O)N1CCOCC1
  109 | 0.7
O=C(NC1CCCCC1)N(Cc1ccccc1)Cc1cc2cc3c(cc2[nH]c1=O)OCCO3
  100 | -0.8
Cc1ccc(Cl)cc1N1CCN(C(=O)CN2C(=O)CSc3c2c(C)nn3-c2ccccc2)CC1
  112 | 1.3
N#Cc1ccc(Cl)cc1NC(=O)CSC(=O)c1ccccc1
  99 | -1.6
COc1ccc(CNC(=O)CCc2c(C)nn(-c3ccc(N4CCOCC4)nn3)c2C)cc1
  107 | 0.1
Cc1occc1-c1nnc(SCC(=O)c2ccc3c(c2)CCN3S(C)(=O)=O)n1C
  107 | -0.5
CC(=O)N1CCN(C(=O)CNc2cc(C(F)(F)F)ccc2OCC(F)(F)F)CC1
  103 | 0.4
O=C(CSc1nc2ccccc2n1CCc1ccccc1)NC1CCS(=O)(=O)C1 (stereo not given)
  105 | 0.2
Cc1ccc(OCc2nc(C#N)c(N3CC(C)OC(C)C3)o2)cc1 (stereo not given)
  104 | 0.6
COc1ccc(C2Sc3nncn3N2Cc2ccc(C#N)cc2)cc1 (stereo not given)
  105 | 0.9
Clc1ccccc1-c1nc(N2CCCC2)c2ccccc2n1
  100 | -0.4
COc1ccc(CN2C(=O)CC(=O)NC2=S)cc1
  100 | -0.6
COc1ccc(NC(=O)CN(C)S(=O)(=O)c2ccc(C(=O)N3CCOCC3)s2)cc1
  99 | -1.6
COc1ccc(NC(=O)C2CCCN2c2cccc(C(F)(F)F)c2)cc1OC (stereo not given)
  101 | -0.2
Cc1ccc(OCC(=O)O)c(-c2ccno2)c1
  106 | 0.3
CCN1CCOC(=O)C1CC(=O)Nc1cc(Cl)ccc1OC (stereo not given)
  104 | -0.2
O=c1c(=Nc2ccc(O)cc2)c(=O)c2ccccc12
  49* | -8*
O=C(COCc1cc(-c2cccs2)on1)NCc1cccc(Cl)c1
  111 | 0.9
CCN1C(=O)CSC1=NC12CC3CC(CC(C3)C1)C2
  99 | -0.1
C=CCn1c2ccc(C)cc2c2nc3ccccc3nc21
  98 | -0.7
COc1cccc(CNC(=O)C(Cc2ccccc2)NS(=O)(=O)c2ccc3c(c2)CCN3C(C)=O)c1 (stereo not given)
  105 | 0.2
CCC1CN(C(=O)NCc2ccc(F)cc2)c2cc(C)ccc2O1 (stereo not given)
  112 | 0.9
O=C(O)c1cccc(NS(=O)(=O)c2cc3c4c(cccc4c2)C(=O)NC3=O)c1
  102 | 0.1
CN1C(=O)c2ccccc2Sc2ccc(NC(=O)N3CCN(c4cccc(Cl)c4)CC3)cc21
  99 | -1.8
N/C(CN1CCSCC1)=N\OCc1c(Cl)cccc1Cl
  102 | 0
Cc1ccc(S(=O)(=O)N(CC(=O)NC2CC2)C2CCCCC2)cc1
  103 | 0.4
O=C(Cn1ncc2c3ccccc3n(Cc3ccccc3F)c2c1=O)NCCc1ccc(Cl)cc1
  105 | -0.4
CCCc1cc(=O)[nH]c(/N=C(/NC(=O)c2ccccc2)Nc2ccccc2)n1
  101 | 0.6
CC1(C)CC(=O)c2cc(C(=O)NC(C)(C)C)c(=O)n(-c3ccccc3)c2C1
  103 | 0.3
CC(C)CCN1C(=O)c2ccc(-c3nc4ccccc4o3)cc2C1=O
  100 | 0
CC1CCc2c(sc(NC(=O)c3ccc(Cl)cc3Cl)c2C#N)C1 (stereo not given)
  107 | 0.6
COC(=O)CSc1nnc(CNC(=O)c2ccccc2OC)n1C
  100 | -0.4
CCc1ccc(NC(=O)N2CCSc3ccccc32)cc1
  102 | 0.2
COc1ccccc1OCCN1CCOCC1
  100 | 0.2
Cc1ccc(C(=O)OC(C)C(=O)NC2CCCC2)c(C)c1 (stereo not given)
  98 | -0.7
COc1cccc(CN(C)C(=O)c2cc(C)oc2C)c1OC
  97 | -1
Cc1cc(=O)n2[nH]c(N3C(=O)c4ccccc4C3=O)nc2n1
  103 | 0.3
O=C1Nc2ccccc2/C1=N/N1C(=O)CNC1=O
  105 | 0.2

# Reprinted at random: 4 compounds from above
# Sequence of screens – PV pol inh | PV pol inh FP z-score
CC1(C)CC(=O)c2cc(C(=O)NC(C)(C)C)c(=O)n(-c3ccccc3)c2C1
  103 | 0.3
Cc1ccc(C(=O)OC(C)C(=O)NC2CCCC2)c(C)c1 (stereo not given)
  98 | -0.7
COc1ccccc1OCCN1CCOCC1
  100 | 0.2
O=C1Nc2ccccc2/C1=N/N1C(=O)CNC1=O
  105 | 0.2

# Additional records follow:
# Sequence of screens – PV pol inh | PV pol inh FP z-score
COC1=C(C2(O)CCCc3c2no[n+]3[O-])CCc2c1no[n+]2[O-] (stereo not given)
  99 | -0.2
CCOC(=O)c1c(NC(=O)COc2ccccc2Br)sc2c1CCCCC2
  94 | -1.6
C=CCN(CC=C)S(=O)(=O)c1ccc2nc(NC(=O)C(C)C)sc2c1
  102 | 0.9
COc1ccc(-c2c(C)nn3c(C(F)(F)F)cc(-c4ccc(Br)cc4)nc23)cc1
  107 | 0
O=C(Cn1ncn2c(cc3ccccc32)c1=O)NCCc1ccccc1
  102 | 0.4
CN(C)CC#CCN1CCCC2(CCOC(C)(C)C2)C1 (stereo not given)
  96 | -0.8
CC(C)N1C(=O)C(O)(c2c[nH]c3ccccc23)c2ccccc21 (stereo not given)
  107 | 0.8
CCOC(=O)CNC(=O)c1cc2c(=O)n3cccc(C)c3nc2n1C
  100 | -1.1
Oc1ccc(-c2cnc3ccncc3n2)cc1
  106 | 0.4
CCN(C(=O)c1cccc2c1SCCC2=O)c1ccccc1F
  104 | 1
CCCn1c(SC(C(=O)c2ccccc2)c2ccccc2)n[nH]c1=O (stereo not given)
  105 | 0.3
Cc1ccc(N2CC(C(=O)NC3CC3)CC2=O)cc1Cl (stereo not given)
  103 | 0.4
O=C(NC1CC1)c1ccc(Cn2c(SCc3cccc(F)c3)nc3cccnc32)cc1
  107 | -0.3
Cc1ccc(Sc2sc(=O)n(C)c2S(=O)(=O)c2ccc(C)cc2)cc1
  101 | 0
O=C(CCN1CCc2ccccc2C1)Nc1ccc2c(c1)CCC2
  101 | -0.3
O=C(/C=C/C(=O)c1ccccc1)c1ccccc1
  99 | -0.6
CCOc1ccc(CCNC(=O)c2ccc3nc(N4CCC(C)CC4)sc3c2)cc1OCC
  110 | 1.1
Cc1cccc(N2CCN(S(=O)(=O)c3cn(C)c(C)n3)CC2)c1C
  99 | -1.6
O=C(NCC1CCCN1S(=O)(=O)c1ccccc1)Nc1ccccc1 (stereo not given)
  102 | -0.3
COc1ccccc1C(=O)Nc1ccc(NC(=O)c2cccs2)cc1
  105 | 0
Cn1c(=O)cc(SCC(=O)Nc2cccnc2)c2ccccc21
  102 | -0.1
Cc1cc(S(=O)(=O)NCC(c2ccc(N(C)C)cc2)N2CCOCC2)ccc1F (stereo not given)
  106 | 0.1
O=C(CSc1nc2c([nH]c3ccccc32)c(=O)n1-c1ccccc1)Nc1ccc2c(c1)OCCO2
  109 | 0.5
CN1C/C(=C\c2ccc(O)cc2)C(=O)/C(=C/c2ccc(O)cc2)C1
  102 | 0.1
OCCSc1nnc(-c2cc3ccccc3o2)n1-c1ccccc1
  102 | -0.1
CC(=O)Nc1ccc(S(=O)(=O)N2CCN(C/C=C/c3ccccc3)CC2)cc1
  100 | 0.1
CC(C)N(C(=O)COc1ncnc2ccccc12)c1ccccc1
  100 | -0.8
COc1cccc(NCCC#N)c1
  108 | 0.7
CC(Sc1ccccc1)C(=O)N/N=C/c1cccnc1 (stereo not given)
  103 | 0.3
COc1ccc(NC(=O)c2ncn(-c3ccccc3)n2)cc1Cl
  109 | 1.1
CC1=C2C(=CO[C@H](C)[C@H]2C)C(=O)C(C(=O)O)=C1O
  98 | 0.1
Cc1ccc(C)c(N2CCN(C(=O)c3cc(S(=O)(=O)N4CCC(C)CC4)cn3C)CC2)c1
  107 | 0.1
COc1ccc2cc3cc(C(=O)Nc4cc(C)c(Cl)cc4OC)oc3nc2c1
  107 | -0.6
COC(=O)c1sccc1S(=O)(=O)N1CCN(c2ccccc2)CC1
  103 | 0.1
CCS(=O)(=O)C1=NSC2=NC(=O)/C(=C\c3ccco3)C(=N)N21
  72* | -9*
COc1ccc(C(=O)NCCSc2c(C)[nH]c3ccccc23)cc1
  104 | -0.5
Nc1nc(CC(=O)c2ccccc2)cs1
  109 | 0.8
S=c1n(CN2CCCCC2)c2ccccc2n1CN1CCCCC1
  104 | 0.8
Cc1ccc(-n2nnnc2S(C)(=O)=O)c(C)c1
  99 | -0.6
O=C(OC1CCSC1)c1cc(C(F)(F)F)cc(C(F)(F)F)c1 (stereo not given)
  106 | 0.4
O=S(=O)(c1ccc(Cl)cc1)N(Cc1ccccc1)S(=O)(=O)c1ccc(Cl)cc1
  104 | 0.1
NCCCc1ccc(F)cc1
  102 | 0.1
Cc1ccc(NC(=O)CN(C)C(=O)CSc2nnc(-c3ccccc3)n2N)cc1
  104 | 0.2
CCc1cccc(NC(=O)c2cc3c(=O)n(Cc4ccc(OC)cc4)ccc3nc2C)c1
  106 | -0.1
NC(=O)N/N=C(/C=C/c1ccccc1)C1(O)CCCCC1
  106 | 1
CCCCn1cc(S(=O)(=O)c2ccccc2)c(=O)c2cc(F)c(N3CCN(CCC)CC3)cc21
  107 | 0
Cc1ccc(NC(=O)N2CCC(CN3CCOCC3)CC2)cc1F
  101 | -0.1
O=c1c2sc3ccccc3c2n(Cc2cccc(Cl)c2)c(=O)n1Cc1ccco1
  108 | 0.5
O=C(C1CCC(Cn2c(=O)c3sccc3n(Cc3cccc(F)c3)c2=O)CC1)N1CCCCC1 (stereo not given)
  102 | -1.1
CCOC(=O)c1ccccc1NC(=O)c1cc2c(s1)-c1ccccc1SC2
  107 | 0.1

# Later entries
# Sequence of screens – PV pol inh | PV pol inh FP z-score
CCOCCCN1C(=O)CN(C2CCCCCC2)C(=O)C1c1ccc(OC(C)C)c(OC)c1 (stereo not given)
  113 | 0.9
COc1ccc(-c2noc(CN(C)S(=O)(=O)c3c(C)cc(C)cc3C)n2)cc1OC
  107 | 0
O=C(/C=C/c1ccc2c(c1)OCO2)/C=C/c1ccc2c(c1)OCO2
  103 | 0.6
CO[C@@]12[C@H](COC(N)=O)C3=C(C(=O)C(C)=C(N)C3=O)N1C[C@@H]1N[C@@H]12
  102&96 | 0.3&-0.1
COc1cc(-c2nnc(SCC(=O)NCc3ccccc3Cl)o2)cc(OC)c1OC
  108 | 0.2
COCCCNC(=O)c1oc2c(c1C)-c1nn(Cc3cccc(Cl)c3)cc1CC2
  99 | -1.4
O=C(O)CCN1c2ccccc2Sc2ccccc21
  97 | -1.4
CCN(CC)C(=O)c1sc2nc(-c3ccccc3)ccc2c1N
  101 | -0.2
COc1ccccc1N(CC(=O)Nc1ccccc1)S(C)(=O)=O
  101 | -0.1
CCC(C)NS(=O)(=O)c1ccc(NC(=O)c2cccs2)cc1 (stereo not given)
  104 | 1.5

# Compound profiles, from the list above. Order of screens: PV pol inh	PV pol inh FP z-score
# COc1ccccc1N(CC(=O)Nc1ccccc1)S(C)(=O)=O as listed: 101	-0.1
# CO[C@@]12[C@H](COC(N)=O)C3=C(C(=O)C(C)=C(N)C3=O)N1C[C@@H]1N[C@@H]12 as listed: 102&96	0.3&-0.1
# COc1cc(-c2nnc(SCC(=O)NCc3ccccc3Cl)o2)cc(OC)c1OC as listed: 108	0.2
# O=C(O)CCN1c2ccccc2Sc2ccccc21 as listed: 97	-1.4
# CCOCCCN1C(=O)CN(C2CCCCCC2)C(=O)C1c1ccc(OC(C)C)c(OC)c1 (stereo not given) as listed: 113	0.9

# (further entries)
# Sequence of screens – PV pol inh | PV pol inh FP z-score
CCOc1ccc(OCC)c(NC(=O)c2c(C)nc3ccccn23)c1
  103 | 0.2
Cc1ccc(C)c(N(C)C(=O)C2CCN(c3ncnc4c3nc3n4CCCCC3)CC2)c1
  112 | 1.2
O=C(NCc1cccs1)C(NS(=O)(=O)c1ccc(Br)s1)c1ccccc1 (stereo not given)
  100 | -0.1
CN1CN(C)c2ccc(Br)c3cccc1c23
  99 | -0.1
CCOC(=O)C1=C(C)N(C)C(=O)N(C)C1c1ccccc1 (stereo not given)
  102 | -0.4
CC(=O)c1ccc(NS(=O)(=O)c2ccc(-c3cnc(C4CC4)o3)cc2)cc1
  101 | -0.3
O=C(CCSc1nc(-c2ccco2)cc(C(F)(F)F)n1)N1CCCCC1
  101 | 0.1
COc1ccc2cc(CNc3ccc(C)cc3)c(=O)n(CC(=O)Nc3cccc(Cl)c3C)c2c1
  113 | 1.3
O=c1c(N2CCCC2)csc2ccc(F)cc12
  103 | 0.3
CCCCN(CCCC)S(=O)(=O)c1ccc2oc(C(=O)NCc3ccc(C)cc3)c(C)c2c1
  114 | 0.9
CC(=O)Nc1ncc(CN2CCCCC2)s1
  101 | 0.1
O=C(NCc1ccc2c(c1)OCO2)[C@@H](c1ccccc1)N1Cc2ccccc2C1=O
  100 | -0.4
O=C(CN1c2cccc3cccc(c23)S1(=O)=O)Nc1ccccc1
  112 | 0.7
CCc1ccc(C(c2ccccc2)c2c(C)[nH]c3ccccc23)s1 (stereo not given)
  102 | -0.9
CCOc1ccccc1Nc1sc(C(=O)c2ccc(Cl)cc2)c(N)c1S(=O)(=O)c1ccccc1
  111 | 0.9
O=C1CCCN1C(=O)CSc1nc(-c2ccccc2)cs1
  104 | 0.1
Cc1noc(C)c1CN1C(=O)NC(Cc2ccccc2)(Cc2ccccc2)C1=O
  102 | -0.1
COc1cccc([C@@H]2[C@@H](c3ccc(OC)c(F)c3)N3C=Cc4ccccc4[C@@H]3C2(C#N)C#N)c1
  107 | 0.5
Cc1ccc(-c2cn3c(n2)sc2cc(C(=O)N4CCC5(CC4)OCCO5)ccc23)cc1
  104 | 1
Cc1ccc(-c2nn(-c3cccc([N+](=O)[O-])c3)c3c2cnc2ccc(F)cc23)cc1
  110 | 0.8

# This is a subset; the hit share may differ from the screen's.
